# From PubChem
# N370S GC: inhibitors or activators of N370S glucocerebrosidase for Gaucher disease; P04062; Potency, µM (highest dose often 59.4 µM), for inactives: at the top dose activity change, negative = inhibition, usual class: inhibitors; 330,000 tested, 0.092% active; AID 2101; N370S GC spleen homogenate, 4MU-glucoside fluorescence;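 note: 0% = full enzyme activity and -100% = no enzyme basal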
# FEN1 inh: inhibitors of human flap endonuclease 1; Recombinant FEN1 flap cleavage, fluorescence, 15 min; Potency, µM (top dose mostly 114 µM), inactives show at the highest dose activity change, negative = inhibition, most hits filed as inhibitors; 390,000 tested, 0.35% active; note: nearly all actives have a fitted effect of over 65% in size
#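 Compounds are tested as a concentration series against 10 nM FEN1; after a 15 min room-temperature preincubation, 50 nM substrate starts cleavage, with plate reads at 0 and 15 min. Normalized responses are fitted by a Hill equation.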
# GCN5L2 inh: inhibitors of human GCN5L2 histone acetyltransferase | GCN5L2 HAT assay, ThioGlo1 CoA-SH fluorescence | Q92830 | 390,000 tested, 0.21% active | Potency, µM (doses to about 58.9 µM), without a hit: at the top dose activity change, negative = inhibition, actives largely listed as inhibitors
#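 GCN5L2 (20 nM) in 50mM HEPES pH 7.5, 0.1mM EDTA, 0.01% Tween-20 preincubated 15 min with compounds at room temperature. Reaction started with H3(1-25) 75uM, acetyl-CoA 70uM, ThioGlo1 50uM; CoA-thiol fluorescence (Ex340/Em540) read at 0 and 20 min.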
# Active calls of the source: *; ? = inconclusive; · = no result given; & = joins results of further samples; [ ] = remark or other dose. Calls come from the whole dose curve; as a rule, active = well fitted curve in the direction sought with a large enough effect; inconclusive = small, poorly fitted or top-dose-only effect, or another doubt; inactive = no such curve, though single readings can be large; an effect the other way counts as inactive or inconclusive. Unless noted, % is set by controls: 0 for no effect and ±100 for the full control effect; potency is the fitted concentration of half-maximal effect. This is a subset; the hit share may differ from the screen's.
nr	SMILES	N370S GC	FEN1 inh	GCN5L2 inh
1	CCNC(=S)N1CCn2cccc2C1c1cccnc1 (configuration not stated)	-7%	-4%	-2%
2	CCCOc1ccc(C2SCC(=O)Nc3c2c(C)nn3-c2cccc(C)c2)cc1OC (configuration not stated)	·	-12%	-1%
3	CCC(=O)N1N=C2C3CCN(CC3)C2C1c1ccc(C)cc1 (configuration not stated)	17%	1%	0%
4	COc1ccc(CCC(=O)NCCc2cnc[nH]2)cc1	-7%	-3%	1%
5	COc1ccc(S(=O)(=O)N2CCOCC2)cc1NC(=O)COC(=O)Cc1ccccc1	·	12%	-4%
6	Clc1ccc([C@@H](OCCN2CCCCC2)c2ccccc2)cc1	?	·	-11%[21.4 µM]
7	COc1ccccc1OCC(=O)N1CCN(Cc2ccc3c(c2)OCO3)CC1	-3%	0%	-23%
8	O=C1NC(=S)N(c2ccc(F)cc2)C(=O)/C1=C\c1ccoc1	-11%	7.9µM*	?
9	COc1ccc2[nH]cc(CCN(C)C)c2c1	2%&-3%&0%	9%	1%
10	O=C(Nc1ccon1)c1cccn(Cc2ccccc2)c1=O	·	18%	-7%
11	OC(c1ccncc1)(c1ccc(F)cc1)c1ccc(F)cc1	7%	-3%	2%
12	COP(=O)(Cc1ccc(C#N)o1)OC	9%	0%	-3%
13	CC(=O)OC1C[C@@]2(C)C(c3ccoc3)C[C@H]3O[C@@]32[C@@]2(C)C(=O)C(O)=C3C(C)(C)C(=O)C=C[C@]3(C)C12 (some centres not stated)	-1%	·	-2%
14	C[C@]12CCC3C(CC[C@H]4C[C@@H](O)CC[C@]34C)C1C/C(=N/O)[C@@H]2O (some centres not stated)	·	-2%	2%
15	CCN1CCN(Cc2ccc(C)cc2)CC1	-12%	1%	-3%
16	OC(Cn1c2ccccc2c2ccccc21)C[n+]1ccccc1 (configuration not stated)	6%	-23%	-5%
17	O=C(c1ccccc1[N+](=O)[O-])N1CCC2(CC1)OCCO2	-7%	-1%	-2%
18	CCOc1cc(C2C(C#N)=C(N)Oc3c2c(=O)oc2ccccc32)ccc1OC(=O)c1cccs1 (configuration not stated)	1%	6%	-6%
19	CC/C(=N\Nc1cccc2ccccc12)c1c(O)[nH]c(=O)[nH]c1=O	-5%	6%	-12%
20	CCCCn1c(=O)c(C(=O)Nc2ccccc2)c(O)c2ccccc21	-10%	-1%	-7%

# 11 entries already listed, sorted by formula weight, largest number first.
nr	SMILES	N370S GC	FEN1 inh	GCN5L2 inh
18	CCOc1cc(C2C(C#N)=C(N)Oc3c2c(=O)oc2ccccc32)ccc1OC(=O)c1cccs1 (configuration not stated)	1%	6%	-6%
5	COc1ccc(S(=O)(=O)N2CCOCC2)cc1NC(=O)COC(=O)Cc1ccccc1	·	12%	-4%
7	COc1ccccc1OCC(=O)N1CCN(Cc2ccc3c(c2)OCO3)CC1	-3%	0%	-23%
6	Clc1ccc([C@@H](OCCN2CCCCC2)c2ccccc2)cc1	?	·	-11%[21.4 µM]
19	CC/C(=N\Nc1cccc2ccccc12)c1c(O)[nH]c(=O)[nH]c1=O	-5%	6%	-12%
16	OC(Cn1c2ccccc2c2ccccc21)C[n+]1ccccc1 (configuration not stated)	6%	-23%	-5%
11	OC(c1ccncc1)(c1ccc(F)cc1)c1ccc(F)cc1	7%	-3%	2%
10	O=C(Nc1ccon1)c1cccn(Cc2ccccc2)c1=O	·	18%	-7%
1	CCNC(=S)N1CCn2cccc2C1c1cccnc1 (configuration not stated)	-7%	-4%	-2%
4	COc1ccc(CCC(=O)NCCc2cnc[nH]2)cc1	-7%	-3%	1%
9	COc1ccc2[nH]cc(CCN(C)C)c2c1	2%&-3%&0%	9%	1%
